Screening data: PubChem BioAssay, several laboratories
WT yeast gro inh = growth inhibition of WT yeast, mitochondrial fusion screen | 2.1% of 190,000 active | mitochondrial fusion phenotypic screen, WT strain | inhibition, % at 10 µM | AID 1362; in the data active = inhibition above about 58%; tested in S. cerevisiae
West Nile virus CPE = inhibition of WNV-induced cytopathic effect – cell-based, CPE readout (AID 1621) | West Nile virus-infected cells, CPE inhibition; higher % means a stronger effect | one-dose CPE inhibition, % at 10 µM; IC50 in µM for titrated hits | 0.02% of 290,000 active; in the data active = a potency from the dose series; inconclusive = CPE inhibition mostly from about 3.7% at the one dose, without a potency; inactive = the rest, 99 in 100 with CPE inhibition below about 2.2%; also: strong numbers were not always called active
T cell modulator = modulates CD8 T cell binding to vesicles; 0.068% of 330,000 active; 2C CD8+ T cell-vesicle binding, flow cytometry; active compounds read low; AID 2052; calls only at 7 µM;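 active = response, share of CD8 T cells binding vesicles, and their 90th percentile fluorescence all below set limits, cut at about 80% in these data, passing the limit was not always enough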
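Read-out – percent CD8+ FL2 mean versus row control · System – murine 2C transgenic CD8+ T lymphocytes · Times – 1.5 h cell–vesicle binding at 37 °C, then 20 min icy labelling · Control set – naked vesicles low, QL9 vesicles with vehicle high · Detection – cytometric PE anti-B7-1 and Alexa647 anti-CD8 signals after 1% paraformaldehyde fixation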
Myeloid diff 2 = promotes myeloid progenitor differentiation. ER-HoxA9 myeloid progenitors, lysozyme-GFP differentiation, flow cytometry. calls only at 10 µM. 1% of 360,000 active;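 active = normalized GFP-positive differentiation at or above the plate's own cutoff, the solvent-only control mean plus 3 SD; inconclusive = no clear call, values can overlap the other calls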;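 also: cells exposed to compound for four days before flow analysis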
PhoP inhibition = PhoP-dependent GFP reporter repression – Salmonella Typhimurium, primary screen (AID 1863); S. Typhimurium PhoP-regulated promoter GFP reporter, 4 h; higher % means a stronger effect; one-dose inhibition, % at 50 µM; IC50 in µM for titrated hits; 0.16% of 300,000 active;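 active = inhibition over 29.93%, a cutoff 3 SD above the screen mean, later confirmed by dose response; inconclusive = inhibition over 29.93% but no dose response follow-up; inactive = inhibition at most 29.93% or unconfirmed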;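 also: 0% = low Mg2+ inducing control and 100% = high Mg2+ repressing control; strong numbers were not always called active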
RSV CPE inhibition = RSV antiviral activity via CPE protection, HEp-2 cells, primary 10 µM value included (AID 2391) | HEp-2 cells, RSV-induced CPE inhibition; higher % means a stronger effect | CPE inhibition, % at 10 µM; hits with a dose series show IC50 in µM | 0.13% of 310,000 active; in the data active = a potency from the dose series; inconclusive = CPE inhibition mostly from about 23% at the one dose, without a potency; inactive = the rest, 99 in 100 with CPE inhibition below about 21%; also: strong numbers were not always called active
bCat nuc transl = beta-catenin nuclear translocation modulation | AID 1665 | 0.3% of 190,000 active | nuclear translocation activity, % at 5 µM | HeLa beta-catenin nuclear translocation, immunofluorescence imaging;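 active = nuclear translocation activity above 50% at 5 µM, with a well cell count of 50 or more; inconclusive = wells under 50 cells across six images, flagged as toxic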;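 also: per-cell ratio of nuclear to cytoplasmic median beta-catenin stain intensity; plate controls were DMSO negative control for no effect and GSK-3 inhibitor IX positive control for full effect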
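test system = HeLa cells, endogenous beta-catenin | dosing = single 5 µM dose plus 0.02–20 µM confirmation series | times = compound treatment 24 h, 37°C, 5% CO2 | technique = beta-catenin immunofluorescence imaging with DAPI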
Rac1 GTP hydrolysis = MgcRacGAP GTPase-activating activity inhibitors, confirmation, biochemical, ADP Hunter fluorescence; MgcRacGAP-stimulated Rac1 GTP hydrolysis, ADP Hunter fluorescence; higher % means a stronger effect; GST-tagged Rac1 F28L mutant substrate; one-dose inhibition, % at 30 µM; IC50 in µM for titrated hits; 0.6% of 340,000 active; AID 624330;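 active = first-screen hits whose inhibition reached a set limit at any dose in the follow-up dose series; inconclusive = inhibition above the set first-screen limit but never retested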;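 also: fluorescence reports GDP produced by GAP-driven GTP hydrolysis; strong numbers were not always called active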
Large T inhibition = TAg ATPase/helicase activity blockers – biochemical (AID 1903); one-dose inhibition, % at 20 µM; IC50 in µM for titrated hits; 0.39% of 310,000 active; SV40 large T antigen ATPase/helicase inhibition assay; higher % means a stronger effect; in the data active = a potency from the dose series; inconclusive = inhibition mostly from about 32% at the one dose, without a potency; inactive = the rest, 99 in 100 with inhibition below about 32%; also: strong numbers were not always called active
WT yeast gro inh mutant strain = second read-out of WT yeast gro inh, no call of its own (marks repeat the call); inhibition, %; mitochondrial fusion phenotypic screen, mutant strain inhibition
bCat nuc transl cell count 5 µM = second read-out of bCat nuc transl, no call of its own (marks repeat the call); cell count; measured here: cell count, cytotoxicity flag
T cell modulator vesicle-bound % = second read-out of T cell modulator, no call of its own (marks repeat the call); double positive events, %; measured here: CD8+ vesicle-bound cell fraction;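 binding gate set so that unloaded-vesicle control wells show 10% double positive cells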
Myeloid diff 2 GFP+ MAC1+ % = further read-out of Myeloid diff 2, marked with its call; GFP+ MAC1+ double positive, %; measured here: differentiation confirmed by MAC1 staining
* hit, by the source's call; i = inactive; ? = inconclusive; . = not tested or not shown.

canonical_smiles	WT yeast gro inh	WT yeast gro inh mutant strain	West Nile virus CPE	T cell modulator	T cell modulator vesicle-bound %	Myeloid diff 2	Myeloid diff 2 GFP+ MAC1+ %	PhoP inhibition	RSV CPE inhibition	bCat nuc transl	bCat nuc transl cell count 5 µM	Rac1 GTP hydrolysis	Large T inhibition
CCN(CC)S(=O)(=O)c1ccc(/C(O)=C(\C#N)c2nc3ccccc3n2C)cc1	-5	0	-0.4%	i	4	?	.	-9%	1.2%	2.1	1204	8%	15%
CCCCn1cnc2c(sc3nc4c(cc32)CSC(C)(C)C4)c1=O	11	19	-0.2%	i	24	i	0.5	-7%	7.9%	-0.6	985	5%	10%
Nc1ccc(C(=O)N/N=C\c2ccc(OC(=O)c3ccccc3Cl)cc2)cc1	.	.	1.3%	i	57	i	0.5	-9%	-0.4%	.	.	8%	0%
Cc1ccc(NC(=O)COC(=O)CCc2nc3ccccc3n2-c2ccccc2)c(C)c1	-3	-42	0.2%	i	47	i	0.4	3%	1.0%	-2.3	984	-1%	8%
CCCNC(=O)NC(=O)COc1ccc(-c2ccc(C#N)cc2)cc1	-3	-15	.	i	24	i	0.5	-9%	2.1%	-1.2	1040	-5%	-5%
CC(=O)N[C@H]1[C@H](OC2CCCCC2)O[C@H](COC(C)=O)[C@@H](OC(C)=O)[C@@H]1OC(C)=O	.	.	-0.1%	i	46	i	0.5	-13%	1.3%	.	.	4%	11%
COc1ccc(NC(=O)CSc2nnc(-c3ccco3)n2N)cc1Cl	.	.	0.0%	i	33	i	0.7	-14%	5.5%	.	.	3%	9%
CN1CCN(S(=O)(=O)c2cccc(C(=O)NCc3ccccc3Cl)c2)CC1	16	10	-1.0%	i	34	i	0.3	-6%	-2.3%	1.6	1090	3%	6%
Cc1ccc(/C=C2\SC(=S)N(CCC(=O)NNC(=O)c3cccc(O)c3)C2=O)cc1	.	.	-0.5%	i	51	i	0.4	-9%	-0.7%	.	.	9%	11%
CCc1cc(-c2n[nH]c(=S)n2Cc2ccccc2)cs1	65*	34*	.	i	9	i	0.1	10%	-0.3%	0.4	1107	16%	11%
Cc1ccc(NC(=O)c2cc(=O)c3ccccc3o2)cc1S(=O)(=O)N1CCOCC1	.	.	-0.8%	i	17	i	0.4	3%	1.6%	-0.5	1278	12%	16%
CCC(NC(=O)NCc1ccccc1)(C(F)(F)F)C(F)(F)F	2	-4	-0.7%	i	32	i	0.0	-3%	0.0%	2.6	1197	4%	18%
Cc1nc(C(F)(F)F)c(C(=O)NC(=O)Nc2ccc(OC(F)(F)F)cc2)s1	2	-11	0.1%	i	55	i	0.3	14%	7.0%	-5.5	1121	8%	4%
CC1CC(OCC(O)CN2CCN(Cc3ccccc3)CC2)CC(C)(C)C1 (stereo unspecified)	-13	5	-0.4%	i	61	i	0.5	2%	-0.2%	-3.2	1227	10%	24%
C[C@@]12C(=O)Nc3ccc(Br)cc3C(=O)N1[C@H]1c3cc(Br)ccc3OC[C@@H]1[C@@H]2c1ccccc1	.	.	.	i	12	i	0.6	.	2.2%	.	.	9%	6%
O=C1N/C(=N\N=C\c2cccs2)SC1Cc1ccc(Cl)cc1 (stereo unspecified)	24	-20	0.0%	i	41	i	0.5	-6%	2.3%	0.6	1080	2%	0%
Cc1cccc(Oc2nc(-c3cccc([N+](=O)[O-])c3)nc3ccccc23)c1C	-9	17	0.4%	i	18	i	0.3	3%	1.1%	-2.5	905	1%	5%
COC(=O)CSc1nnc(CNC(=O)c2ccc(S(=O)(=O)N(C)C)cc2)n1C	3	3	0.5%	i	57	i	0.1	-7%	1.8%	-1.2	1201	3%	9%
O=C(CCc1ccccc1)NNC(=O)Nc1cccc(Cl)c1	.	.	-0.6%	i	0	i	0.0	2%	1.7%	.	.	-3%	20%
CSCC[C@H](NC(=O)C1CCN(S(=O)(=O)c2ccc(C)cc2)CC1)C(=O)NCC1CCCO1 (stereo partly specified)	-6	-14	-0.9%	i	27	i	0.6	9%	1.9%	-1.7	1193	5%	7%
CCS(=O)(=O)N1CCN(c2ccccc2F)CC1	7	-18	0.4%	i	50	i	0.5	4%	1.2%	.	.	3%	-2%
COc1cc2sc3ccc(-c4ccc5[nH]ccc5c4)cc3c(=O)c2cc1OC	.	.	-0.5%	i	16	i	2.8	-5%	1.1%	.	.	-7%	12%
CC(C)c1ccc(S(=O)(=O)N2CCN(C(=O)n3ccnc3)CC2)cc1	.	.	.	i	31	i	1.4	.	-0.1%	.	.	4%	.
Cc1ccc(S(=O)(=O)c2c(N)n(CC3CCOC3)c3nc4ccccc4nc23)cc1 (stereo unspecified)	10	12	-0.5%	i	32	i	7.3	-10%	13%	-3.5	1065	3%	-4%
CN(CC1CCOCC1)C(=O)CC1C(=O)NCCN1Cc1ccc(-c2ccccc2)cc1 (stereo unspecified)	5	4	-0.4%	i	44	i	0.1	3%	0.0%	-0.4	1628	0%	2%
COc1ccc(C(=O)N/C(=C\c2cccc3ccccc23)C(=O)N2CCN(C)CC2)cc1OC	-6	0	-0.1%	i	17	i	0.0	5%	0.8%	2.5	933	4%	6%
Cc1ccc(C)c(NCCC#N)c1	-1	-8	0.6%	i	21	i	1.4	9%	2.3%	-0.5	964	5%	11%
O=C(CSc1nnc(-c2ccco2)o1)c1ccccc1	.	.	0.0%	i	28	i	0.9	25%	0.8%	-0.6	1205	8%	20%
CC1SC(c2cccc(Cl)c2)NC1=O (stereo unspecified)	5	9	0.4%	i	21	i	0.8	-1%	1.9%	-1.0	1149	7%	3%
Cc1cccc(C)c1NC(=O)C(C)N1CCCCC1 (stereo unspecified)	.	.	-0.6%	i	17	i	0.9	-3%	1.6%	-0.5	1190	12%	5%
O=C(CCS(=O)NCc1ccccc1)NCc1ccccc1 (stereo unspecified)	8	4	0.0%	i	27	.	.	14%	1.8%	-2.6	788	.	1%
COc1ccccc1/C=C/c1nc2ccc(OC(C)=O)cc2c(=O)o1	.	.	-0.9%	i	66	i	0.8	-4%	2.5%	.	.	13%	11%
c1ccc(CSc2nc3ccccc3[nH]2)cc1	.	.	0.2%	i	21	i	0.6	6%	4.7%	-0.7	1304	9%	0%
COc1ccc(-n2nc(C(=O)NCC(=O)Nc3cc(OC)ccc3OC)c3ccccc3c2=O)cc1	.	.	1.2%	i	38	i	0.5	-12%	2.0%	.	.	6%	6%
O=C(Nc1ccc(C2CC2(Cl)Cl)cc1)c1cccc([N+](=O)[O-])c1 (stereo unspecified)	.	.	-1.7%	i	17	i	0.8	-1%	?	.	.	2%	2%
CC(=O)c1ccc(OC(=O)C2CC(=O)N(c3cccc(C)c3)C2)cc1 (stereo unspecified)	-6	5	-0.2%	i	26	i	5.6	-10%	1.3%	.	.	3%	13%
COc1cc(C2NC(=O)N(C)C(C)=C2C(=O)OCc2ccccc2)cc(Br)c1O (stereo unspecified)	.	.	-0.9%	i	57	i	0.5	-3%	4.0%	.	.	5%	9%
NCCCCCC(=O)N/N=C/c1coc2ccccc2c1=O	.	.	0.3%	i	11	i	0.7	-4%	2.1%	-1.8	1212	12%	17%
CCOc1ccccc1NC(=O)c1ccc(NC(=O)C2CCCO2)cc1 (stereo unspecified)	.	.	0.1%	i	26	i	1.3	6%	2.6%	.	.	0%	6%
O=C(Nc1ccccn1)c1ccc(Br)c(S(=O)(=O)N2CCCCC2)c1	-12	-4	0.1%	i	45	i	0.2	-9%	1.2%	.	.	13%	10%
Cc1ccc(S(=O)(=O)NCCCN2CCOCC2)c(C)c1	1	-4	0.0%	i	52	i	0.5	-8%	-0.6%	2.8	1197	1%	5%
N/C(=N\OC(=O)c1ccccc1Cl)c1ccncc1	13	12	-0.4%	i	28	i	0.0	-4%	?	1.9	1313	9%	-1%
CCOC(=O)CSCc1csc(CC(=O)Nc2ccccc2C)n1	.	.	0.1%	i	34	i	0.8	0%	2.4%	.	.	7%	11%
O=C(Nc1ccc(Nc2ccccc2)cc1)c1ccc(Cl)cc1Cl	.	.	.	i	21	i	0.1	.	?	.	.	.	12%
CC(=O)c1ccccc1NC(=O)COC(=O)CN1C(=O)C2CCCCC2C1=O (stereo unspecified)	.	.	.	i	20	i	0.5	.	-0.7%	.	.	8%	.
CC(=O)Nc1ccc(S(=O)(=O)N2CCSC2c2ccccc2Cl)cc1 (stereo unspecified)	-17	-11	0.2%	i	38	?	.	-3%	10%	1.4	663	5%	6%
Cc1cc(S(=O)(=O)N2CCCC2)ccc1OCC(=O)Nc1ccccc1	.	.	-0.2%	i	12	i	0.0	-3%	41%	.	.	5%	19%
CCn1c(SCC(=O)Nc2ccc3c(c2)OCCO3)nc2c(c1=O)SC(C)C2 (stereo unspecified)	34	19	.	i	4	i	2.5	-10%	4.5%	1.0	1408	5%	21%
CC(C)(C)N=C1SCC(C)(/C=N/O)S1 (stereo unspecified)	33	15	-0.4%	i	20	i	1.2	4%	1.6%	0.1	1132	2%	1%
CCCc1c(C(=O)OCC)sc(N)c1C#N	-8	10	-0.9%	i	63	i	0.1	8%	?	3.5	1099	4%	9%
CCN(CC)CCN(C(=O)c1ccc2c(c1)OCCO2)c1nc2cc(C)cc(C)c2s1	.	.	0.0%	i	76	i	1.2	8%	-0.5%	.	.	7%	1%

Shown as labelled records: part of the list above
Cc1cc(S(=O)(=O)N2CCCC2)ccc1OCC(=O)Nc1ccccc1
  WT yeast gro inh: .
  WT yeast gro inh mutant strain: .
  West Nile virus CPE: -0.2%
  T cell modulator: i
  T cell modulator vesicle-bound %: 12
  Myeloid diff 2: i
  Myeloid diff 2 GFP+ MAC1+ %: 0.0
  PhoP inhibition: -3%
  RSV CPE inhibition: 41%
  bCat nuc transl: .
  bCat nuc transl cell count 5 µM: .
  Rac1 GTP hydrolysis: 5%
  Large T inhibition: 19%
CC(C)(C)N=C1SCC(C)(/C=N/O)S1 (stereo unspecified)
  WT yeast gro inh: 33
  WT yeast gro inh mutant strain: 15
  West Nile virus CPE: -0.4%
  T cell modulator: i
  T cell modulator vesicle-bound %: 20
  Myeloid diff 2: i
  Myeloid diff 2 GFP+ MAC1+ %: 1.2
  PhoP inhibition: 4%
  RSV CPE inhibition: 1.6%
  bCat nuc transl: 0.1
  bCat nuc transl cell count 5 µM: 1132
  Rac1 GTP hydrolysis: 2%
  Large T inhibition: 1%

Rows are unselected, and some 3.6% of all compounds hit somewhere here.
